Gal4-VP16 FLuc = inhibits Gal4-VP16 luciferase reporter, ROR gamma counter-screen; Drosophila S2 Gal4-VP16 UAS-luciferase, luminescence, 20 h; Potency, µM (series often up to 53.6 µM), inactives show at the top dose activity, negative = inhibition, usual class: inhibitors; 3.5% of 310,000 active; AID 2546;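 note: Gal4-VP16 expression switched on by copper sulfate through the metallothionein promoter; potency is the fitted concentration of half-maximal effect; % is set by controls: 0 for no effect and ±100 for the full control effect; nearly all actives have a fitted effect of over 50% in size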
Tb PFK inh = inhibitors of T. brucei phosphofructokinase | T. brucei PFK, ADP-Glo luminescence | Potency, µM (series often up to 57.5 µM), inactives show at the highest dose activity, negative = inhibition, actives largely listed as inhibitors | 0.17% of 330,000 active;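 note: potency is the fitted concentration of half-maximal effect; 0% = uninhibited 1x PFK enzyme wells and -100% = no-enzyme wells; nearly all actives have a fitted effect of over 60% in size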
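Compounds were pin-transferred as a titration series up to 57 uM into substrate buffer (0.5 mM F6P, 0.1 mM ATP, pH 8.0), then 1.25 nM PFK was added and reactions ran 45 min before ADP-Glo detection.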
FLuc counter = firefly luciferase modulation, counter-screen for miR-21 project | P08659 | purified FLuc, Km substrates, luminescence inhibition | Potency, µM (doses to about 57.5 µM), inactives show at the highest dose activity change, negative = inhibition, most hits filed as inhibitors | 6.9% of 360,000 active;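 note: potency is the fitted concentration of half-maximal effect; plate controls were vehicle for no effect and reference inhibitor for full effect; nearly all actives have a fitted effect of over 55% in size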
Target sequence (P08659 whole entry, looked up): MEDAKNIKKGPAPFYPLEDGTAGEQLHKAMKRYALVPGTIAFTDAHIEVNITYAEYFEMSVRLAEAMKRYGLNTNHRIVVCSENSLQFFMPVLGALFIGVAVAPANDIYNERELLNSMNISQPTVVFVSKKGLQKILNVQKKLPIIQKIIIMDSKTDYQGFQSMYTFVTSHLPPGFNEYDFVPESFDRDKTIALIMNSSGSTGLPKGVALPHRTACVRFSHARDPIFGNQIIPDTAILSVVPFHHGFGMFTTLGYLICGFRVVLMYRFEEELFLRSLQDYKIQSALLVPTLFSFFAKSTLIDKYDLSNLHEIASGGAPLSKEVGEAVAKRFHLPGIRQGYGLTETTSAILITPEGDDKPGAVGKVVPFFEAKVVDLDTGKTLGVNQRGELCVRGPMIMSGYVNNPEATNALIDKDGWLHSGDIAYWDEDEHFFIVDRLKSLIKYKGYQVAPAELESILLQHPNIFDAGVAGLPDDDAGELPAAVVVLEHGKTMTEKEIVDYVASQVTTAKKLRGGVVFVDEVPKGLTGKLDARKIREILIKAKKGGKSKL
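Purified P. pyralis luciferase, 10 nM final, with Km-level 10 uM D-luciferin and 10 uM ATP in 50 mM Tris acetate pH 7.5, 10 mM Mg acetate, 0.01% Tween-20, 0.05% BSA; 6-point qHTS titration about 60 µM downward; luminescence read.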
RORgamma inh = blocks mouse ROR gamma transcriptional activity. P51450. Drosophila S2 Gal4-RORgamma UAS-luciferase reporter, 20 h. Potency, µM (highest dose often 53.6 µM), without a hit: at the top dose activity change, negative = inhibition, actives largely listed as inhibitors. 5.4% of 310,000 active. AID 2551; note: potency is the fitted concentration of half-maximal effect; % is set by controls: 0 for no effect and ±100 for the full control effect; nearly all actives have a fitted effect of over 60% in size
Target sequence (P51450 whole entry, looked up, the tested form may be a part): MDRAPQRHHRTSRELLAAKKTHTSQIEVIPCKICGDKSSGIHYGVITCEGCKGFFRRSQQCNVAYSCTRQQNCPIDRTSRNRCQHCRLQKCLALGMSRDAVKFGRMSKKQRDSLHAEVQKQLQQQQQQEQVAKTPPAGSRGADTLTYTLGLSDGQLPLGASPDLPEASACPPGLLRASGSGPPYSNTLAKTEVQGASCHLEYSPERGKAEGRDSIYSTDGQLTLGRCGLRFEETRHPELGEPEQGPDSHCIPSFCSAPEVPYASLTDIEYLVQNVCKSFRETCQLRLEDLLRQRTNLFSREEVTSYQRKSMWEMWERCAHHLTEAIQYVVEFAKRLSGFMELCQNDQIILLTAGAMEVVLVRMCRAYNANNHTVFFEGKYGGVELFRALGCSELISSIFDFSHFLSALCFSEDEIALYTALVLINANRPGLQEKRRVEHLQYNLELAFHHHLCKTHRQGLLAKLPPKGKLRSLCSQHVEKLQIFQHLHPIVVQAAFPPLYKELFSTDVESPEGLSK
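Luminescence from a UAS-regulated Photinus luciferase reporter in stably transfected Drosophila Schneider cells is measured; decreased signal marks ROR gamma inhibition. Fusion expression is induced by 700 uM copper sulfate for 20 hr.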
Giardia killer = Giardia lamblia killing | Giardia lamblia trophozoite viability | activity change, % at 7.66 µM, hits read low | 0.15% of 340,000 active; in the data active = activity change below about -80%; inconclusive = between about -30% and that limit;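 note: parasites exposed to compound for two days anaerobically before the ATP read; % is set by controls: 0 for no effect and ±100 for the full control effect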
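Viability, read as ATP luminescence: trophozoites at 100 cells/well, compound added, 48 hrs anaerobic at 37 deg C, then 15-30 min room-temperature development before reading.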
KCNH2 3.1 inh = KCNH2 3.1 (human) potassium channel inhibition; U2OS KCNH2 3.1, thallium flux FluxOr; stronger effect = lower value; activity change, % (tested at about 1.8 µM); 0.95% of 340,000 active;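 active = maximum activity change below -70%; inconclusive = maximum activity change from -70% to -50%; inactive = maximum activity change above -50%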;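 note: thallium influx rate constant from kinetic fluorescence after stimulation buffer; % is set by controls: 0 for no effect and ±100 for the full control effect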
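U2OS cells transduced with KCNH2 3.1 mutant virus (1.77 x 10^8 /mL, 4 h), plated overnight at 37 C, loaded 45 min with FluxOr dye plus Red40 quencher. Thallium flux rate constant from kinetic reads after stimulation buffer, normalised to controls.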
uPA generation = blocks generation of uPA at the cell surface; 0.31% of 330,000 active; cell surface uPA generation assay, qHTS; Potency, µM (top dose mostly 38.3 µM), for inactives: at the highest dose activity change, negative = inhibition, hits mostly inhibitors; active = well fitted inhibition curve with a large enough effect; inconclusive = small, poorly fitted or top-dose-only effect; inactive = no such curve, though single readings can be large or run the other way; tested in mouse RAW 264.7 cells; note: potency is the fitted concentration of half-maximal effect; % is set by controls: 0 for no effect and ±100 for the full control effect; nearly all actives have a fitted effect of over 55% in size
FBPA coupling cs = coupling enzyme interference in Giardia aldolase counter-screen; 0.67% of 290,000 active; activity change, negative = inhibition, % at 58.2 µM, hits read low; coupling enzyme system counterscreen, AmpLite Red fluorescence; AID 2472; in the data active = activity change below about -30%; note: % is set by controls: 0 for no effect and ±100 for the full control effect
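Counterscreen of the coupled detection system alone, without aldolase: glyceraldehyde-3-phosphate coupling enzymes plus AmpLite Red readout. Compounds at 57.5 uM final, 10 min RT preincubation, 20 min RT reaction, fluorescence 525/598 nm.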
Rab9 promoter act = Rab9 promoter activation; Huh7 Rab9 promoter-luciferase reporter, luminescence, 24 h; Potency, µM (doses to about 9.22 µM), inactives show at the highest dose activation, negative = inhibition, usual class: activators; 2.8% of 320,000 active; note: potency is the fitted concentration of half-maximal effect; % of control where 0% means no effect; nearly all actives have a fitted effect of over 60% in size
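Rab9 promoter-driven luciferase in stably transfected Huh7 cells; 1500 cells/well rested 2 h, exposed to compound in DMSO for 24 h at 37 °C, 5% CO2. Luminescence read 10 min after adding luciferase reagent at ambient temperature.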
NPC1 promoter act = activates the NPC1 promoter. Huh7 NPC1 promoter luciferase reporter, 24 h. Potency, µM (top dose mostly 9.22 µM), inactives show top-dose activation, most hits filed as activators. 2.4% of 320,000 active. AID 485313;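 note: potency is the fitted concentration of half-maximal effect; % of control where 0% means no effect; nearly all actives have a fitted effect of over 60% in size; reporter is driven by a mutant NPC1 promoter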
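Luminescence read-out of NPC1 promoter-driven luciferase in stably transfected Huh7 cells; compounds delivered in DMSO and left 24 h at 37C, 5% CO2, qHTS titration format.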
ELG1 genotox = inducers of genotoxicity in HEK293T ELG1-luciferase cells. 1.3% of 330,000 active. AID 504466. HEK293T ELG1-luciferase reporter, luminescence, 16 h. Potency, µM (top dose mostly 46 µM), for inactives: at the top dose activity change, positive = activation, hits mostly activators; note: potency is the fitted concentration of half-maximal effect; % of control where 0% means no effect; nearly all actives have a fitted effect of over 60% in size
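16 hr compound incubation (37 °C, 5% CO2) of HEK293T cells carrying luciferase-tagged ELG1; luciferase then measured by ONE-Glo luminescence after 30 min at RT.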
An asterisk follows results filed as active; ? = inconclusive; · = no result given; [ ] = remark or other dose. Unless noted, calls come from the whole dose curve; as a rule, active = well fitted curve in the direction sought with a large enough effect; inconclusive = small, poorly fitted or top-dose-only effect, or another doubt; inactive = no such curve, though single readings can be large; an effect the other way counts as inactive or inconclusive.

SMILES	Gal4-VP16 FLuc	Tb PFK inh	FLuc counter	RORgamma inh	Giardia killer	KCNH2 3.1 inh	uPA generation	FBPA coupling cs	Rab9 promoter act	NPC1 promoter act	ELG1 genotox
NC(=O)c1ccccc1NC(=O)CS(=O)(=O)Cc1ccccc1	-2.1%	0.5%	-0.2%	0.0%	3.4	-0.8	-0.6%	1.2	5.2%	6.2%	-0.9%
Cc1ccc2cc(C#N)c(N3CCN(C(=O)c4cccs4)CC3)nc2c1	18.8%	1.3%	2.1%	-1.3%[1.91 µM]	13.2	-17.0	0.0%	0.5	-3.4%	3.7%	-10.5%
CCN(CC)C(=O)c1ncn(Cc2ccccc2)c1C(=O)N(CC)CC	·	-1.1%	-1.2%	·	-2.6	2.6	14.3%	·	0.1%	-0.1%	3.6%
O=C(CN1CCN(c2ccc(O)cc2)CC1)NC(=O)NCc1ccco1	2.5%	-22.8%	-0.9%	?	-22.8	-3.1	-5.2%	-0.1	3.2%	7.9%	-0.8%
CC1CN(C2CCN(S(=O)(=O)Cc3ccccc3)CC2)CC(C)O1 (stereo not given)	4.3%	0.4%	0.7%	12.9%	-15.1	3.8	3.2%	-0.8	0.1%	0.7%	-1.1%
O=C1CCCc2ccccc2N1Cc1cccc(Cl)c1	-6.0%	-3.6%	-2.2%	10.2%	-7.5	-10.2	-1.0%	1.6	-0.7%	0.4%	-4.2%
COc1cc(CO)ccc1OCC(=O)Nc1ccc(Br)cc1	?	-2.6%	?	?	2.5	33.5	-6.0%	-0.1	23.3%	14.6%	16.5%
CN=c1sc2ccccc2n1CC(O)c1ccccc1 (stereo not given)	-17.6%	-4.4%	0.6%	-24.6%	-10.3	-7.9	-6.8%	-2.2	-8.6%	-3.6%	-3.7%
CS(=O)(=O)N1CCCC(C(=O)NCc2ccccn2)C1 (stereo not given)	-1.3%	18.3%	-0.7%	?	-10.9	4.4	7.7%	-0.2	13.8%	-1.8%	-0.1%
CCOc1ccc(NC(=O)NNC(=O)c2ccc3ccccc3c2O)cc1	-14.5%	-3.2%	-12.3%	-4.0%	?	-14.4	2.5%	1.2	6.9%	-3.4%	0.6%
CCOC(=O)c1oc2nc(C(C)C)c3c(c2c1N)CCC3	7.6%	0.2%	-9.1%	-3.7%	5.2	-2.9	4.2%	-4.0	-0.1%	0.3%	-0.8%
COc1ccc(N2CCN(C(=O)C3CCN(S(=O)(=O)c4ccc5c(c4)oc(=O)n5C)CC3)CC2)cc1	4.6%	-4.1%	2.0%	23.9%	4.6	19.9	11.4%	0.1	0.6%	-2.5%	-1.9%
CCN(CC(=O)Nc1c(F)cccc1F)C(=O)c1cccc(S(=O)(=O)N(C)c2ccccc2)c1	·	-7.1%	14.3%	·	7.4	-32.6	-3.2%	·	-2.6%	0.0%	-8.6%
O=C(N/N=C\c1ccc(Sc2ccccn2)o1)c1cccc(F)c1	-15.0%	-3.0%	-17.1%	10µM*	3.6	2.5	3.6%	0.8	-9.0%	2.2%	1.4%
COc1nonc1NCn1nc(C)cc1C	-2.0%	2.4%	-9.5%	2.0%	1.1	-9.3	2.8%	-5.1	6.6%	5.7%	13.3%
Cc1ccnc(NC(=O)CCCc2ccccc2)c1	1.0%	-6.9%	23.9µM*	-0.2%	1.1	-20.1	2.2%	0.8	?	?	18.1%
O=C(CSc1nnc(C2CC2)n1C1CC1)c1ccc(F)c(F)c1	·	6.1%	-11.7%	·	28.0	5.4	-22.4%	·	11.7%	11.1%	2.1%
COc1cc(C)c(N(C(C)=O)c2ccccc2)c(C)c1	-1.5%	-2.1%	2.5%	21.0%	2.2	4.1	6.3%	0.3	-3.3%	-4.2%	-8.3%
CC(C)CCn1c(SCCN2CCOCC2)nc2c1c(=O)[nH]c(=O)n2C	-1.0%	-0.1%	3.9%	3.9%	1.2	-36.5	-0.3%	3.7	-4.8%	-0.3%	-1.0%
COc1ccc(C(=O)NC2CC2)cc1OC1CCN(Cc2ccc(F)cc2)CC1	-2.1%	-3.0%	0.8%	0.4%	-5.6	?	6.4%	·	-5.0%	-0.6%	-1.7%
CCc1ccc(Nc2ncccc2C#N)cc1	1.4%	-0.4%	?	?	2.4	-2.3	0.3%	5.3	4.2%	1.6%	7.2%
COc1ccccc1C(=O)Nc1sc2c(c1C(N)=O)CCCC2	-8.4%	-2.1%	?	?	-5.6	2.0	-0.2%	-0.1	28.4%	27.2%	?
O=C(CN(C(=O)c1csnn1)c1ccccc1F)NC1CCCCC1	3.0%	-0.1%	2.1%	-16.6%	13.7	1.5	2.9%	-0.4	-3.0%	-0.2%	1.4%
COC(=O)C(C)SC1=N/C(=C/c2ccc(-n3cncn3)cc2)C(=O)N1 (stereo not given)	-6.5%	1.3%	5.7%	-22.6%	4.3	15.5	-5.6%	0.5	0.1%	-2.0%	-0.6%
COC(=O)c1c(C(=O)OC)c(-c2cccc(F)c2)n2c1CS(=O)(=O)C2	8.2%	-0.8%	-1.0%	10.0%	-23.2	-9.2	-3.4%	5.3	2.6%[1.84 µM]	2.0%	1.9%
CC(=O)Cn1cnc2c(sc3nc(C)cc(C)c32)c1=O	-11.6%	0.2%	15.1µM*	1.5%	2.6	18.9	-1.7%	-0.4	24.1%	26.7%	?
N#Cc1ccc(Cl)cc1NC(=O)CSc1cccc[n+]1[O-]	·	-3.6%	·	·	8.9	-19.6	-7.1%	·	·	·	-1.5%
Cc1ccc(N2C(=O)C3CC3C2=O)cc1 (stereo not given)	-0.1%	1.2%	-0.5%	1.7%	-1.4	-3.2	-4.1%	1.3	-7.1%	-3.8%	8.4%
Cc1cc(C(=O)NC(Cc2ccccc2)C(=O)O)c(C)o1 (stereo not given)	-3.3%	2.8%	-1.3%	7.1%	6.4	-2.1	-0.4%	2.0	-2.3%	-3.9%	-1.3%
O=C(Nc1ccc(S(=O)(=O)Nc2cnc3ccccc3n2)cc1)c1ccc(Cl)c([N+](=O)[O-])c1	-15.2%	?	-4.7%	21.5%	-19.5	-22.5	20.1%	1.5	-0.9%	-1.9%	1.2%
Cc1ccc2cccc(OCc3ccccc3)c2n1	-0.6%	0.9%	1.0%	14.1µM*	6.8	2.5	3.4%	-2.4	-1.8%	0.2%	-4.3%
O=C(CSc1ncc(-c2ccccc2)nn1)NCc1ccco1	-0.6%	29.4%	-1.4%	-0.1%	-9.6	2.6	-7.1%	-1.4	-6.0%	0.4%	-2.6%
COc1ccc(OC)c(N(CC(=O)N2CCc3ccccc3C2)S(C)(=O)=O)c1	-5.2%	3.6%	-7.1%	36.7%	3.5	20.4	-3.3%	-5.3	-2.7%	7.0%	-0.9%
CCc1ccc(NS(=O)(=O)c2c(C(=O)N3CCCCCC3)c(C)n(C)c2C)cc1	-14.0%	-1.2%	3.3%	19.4%	-6.5	-6.0	1.8%	6.1	-1.0%	0.5%	2.5%
Cc1nc(SCC(=O)c2ccc(F)c(F)c2)[nH]c(=O)c1Oc1ccc(F)cc1	-10.4%	-0.9%	-3.8%	?	12.2	-23.8	0.7%	6.6	-1.0%	4.8%	-1.5%
O=C(N/N=C/c1ccccc1O)NC12CC3CC(CC(C3)C1)C2	15.8µM*	9.7%	21.3µM*	?	-5.1	-4.8	-0.3%	1.4	6.31µM*	?	?
COc1ccc(-c2cc(-c3ccccc3)nc(SCC(=O)Nc3nccs3)c2C#N)cc1	-3.3%	-4.5%	13.5µM*	-39.0%	0.6	-6.3	2.9%	0.0	-3.8%	-1.0%	-1.6%
CCn1cc(/C=N/NC(=O)c2ccc3c(c2)OCO3)cn1	2.1%	1.0%	?	-9.6%	10.0	-2.2	-1.7%	-0.9	11.0%	-0.5%	2.0%
Cc1cc2cc(CNC(=S)Nc3ccc(OC(F)F)cc3)ccc2[nH]1	22.4µM*	-3.2%	6.1%	12.6µM*	-21.1	-32.8	6.5%	-3.9	2.0%	-2.5%	8.2%
Cn1c(=O)c(/C=C/c2ccc(F)cc2)nc2ccccc21	-4.0%	-3.6%	6.75µM*	13.2%	-8.9	5.6	2.3%	0.9	-29.9%	-30.3%[inhibitor]	8.5%
CCN(CC)CCN(Cc1cc2ccc(C)cc2[nH]c1=O)C(=O)Nc1ccc(Cl)cc1	0.9%	-0.1%	?	30.8%	12.7	?	2.7%	2.1	29.5%	16.8%	12.4%
COCCCN1C(=O)N(c2ccc(F)cc2)C(=O)C1CC(=O)Nc1ccccc1 (stereo not given)	13.8%	2.8%	-0.5%	7.4%	5.5	14.2	-6.3%	-0.2	-0.1%	4.3%	-1.4%

High-throughput results deposited in PubChem by National Center for Advancing Translational Sciences (NCATS).
